High-throughput results: PubChem BioAssay, National Center for Advancing Translational Sciences (NCATS)
AmpC inh det: Promiscuous and Specific Inhibitors of AmpC Beta-Lactamase (assay with detergent); purified AmpC, nitrocefin hydrolysis with detergent; Potency, µM (series often up to 28.7 µM), for the others: top-dose activity change, negative = inhibition; 71,000 compounds, 0.09% hits; active = well fitted curve in the direction sought with a large enough effect
Target sequence (P00811 whole entry, looked up): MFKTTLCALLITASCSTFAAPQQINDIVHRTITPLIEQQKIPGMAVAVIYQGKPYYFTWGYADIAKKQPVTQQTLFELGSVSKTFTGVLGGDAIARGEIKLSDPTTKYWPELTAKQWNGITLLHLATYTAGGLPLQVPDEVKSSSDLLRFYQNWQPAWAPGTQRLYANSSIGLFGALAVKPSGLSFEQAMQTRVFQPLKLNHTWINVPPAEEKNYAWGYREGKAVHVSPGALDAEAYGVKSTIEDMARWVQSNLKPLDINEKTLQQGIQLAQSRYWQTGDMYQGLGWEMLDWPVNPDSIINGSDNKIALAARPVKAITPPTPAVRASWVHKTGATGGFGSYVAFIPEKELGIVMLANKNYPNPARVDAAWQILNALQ
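E. coli AmpC (5.3 nM) in 20 mM phosphate pH 7.0 with 0.01% Triton X-100, preincubated 15 min RT with compound; nitrocefin (2 uL of 800 uM stock) hydrolysis followed by 480 nm absorbance every 20 s over 4 min.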
* hit, by the source's call; [ ] = another dose, or the depositor's remark. % is set by controls: 0 for no effect and ±100 for the full control effect; potency is the fitted concentration of half-maximal effect. Only part of the results is shown (hit frequency here may not be typical).

A first look (20 entries):
SMILES	AmpC inh det
CC(NC(=O)OC1CCCCC1)N1C(=O)C2C3C=CC(C3)C2C1=O (stereo not drawn)	-7%
COc1ccc(S(=O)(=O)N2CCCN(Cc3cccc(F)c3)CC2)cc1	8%
CCNc1ncc2ncc(=O)n(CCc3ccccc3)c2n1	0%
Cc1cccc2cc(CN(Cc3cccs3)C3(c4nnnn4C4CCCC4)CCCC3)c(=O)[nH]c12	-2%
O=C1[C@@H]2[C@H](Cc3ccc(O)cc3)N[C@]3(C(=O)Nc4ccccc43)[C@@H]2C(=O)N1c1ccc(F)cc1	-1%
O=C(c1ccccc1)C(O)c1ccccc1 (stereo not drawn)	12%
CN(CC(=O)N1CCN(c2ccccc2)CC1)S(=O)(=O)c1cnc[nH]1	11%
CCOC(=O)Cc1csc(NC(=O)c2csc(C)c2)n1	-6%
O=P(O)(CCc1ccccc1)CN1CCCCC1	3%
C/C(=C\C(=O)c1ccc(F)cc1)Nc1ccc(N2CCOCC2)cc1	-6%
Brc1c(CSc2nnc(-c3ccco3)o2)nc2ccccn12	1%
CCOC(=O)C1CCCN(C(=O)Cc2c(F)cccc2Cl)C1 (stereo not drawn)	-6%
COc1cccc(-n2ccnc2SCC(=O)Nc2ccccc2)c1	-2%
COc1ccc(-c2nc3cnc(N4CCNCC4)nc3n(Cc3cccc(OC)c3)c2=O)cc1	-2%
CN(C)CCCn1c(N)c(C#N)c2nc(C#N)c(C#N)nc21	-3%
CC(=O)c1c(C)[nH]c(C(=O)OCCCCN2C(=O)c3ccccc3C2=O)c1C	-1%
CCc1ccc(C2CC(c3cccc(Cl)c3)n3nc(N)nc3N2)cc1 (stereo not drawn)	11%
Nc1cc([N+](=O)[O-])ccc1C(=O)O	8%
COc1ccc2c(C)c(Cl)c(=O)oc2c1	5%
Cc1cc(NC(=O)c2cccc(S(=O)(=O)N3CC(c4ccccc4)CC3=O)c2)no1 (stereo not drawn)	6%

The whole of this part (from the top)
SMILES	AmpC inh det
CC(NC(=O)OC1CCCCC1)N1C(=O)C2C3C=CC(C3)C2C1=O (stereo not drawn)	-7%
COc1ccc(S(=O)(=O)N2CCCN(Cc3cccc(F)c3)CC2)cc1	8%
CCNc1ncc2ncc(=O)n(CCc3ccccc3)c2n1	0%
Cc1cccc2cc(CN(Cc3cccs3)C3(c4nnnn4C4CCCC4)CCCC3)c(=O)[nH]c12	-2%
O=C1[C@@H]2[C@H](Cc3ccc(O)cc3)N[C@]3(C(=O)Nc4ccccc43)[C@@H]2C(=O)N1c1ccc(F)cc1	-1%
O=C(c1ccccc1)C(O)c1ccccc1 (stereo not drawn)	12%
CN(CC(=O)N1CCN(c2ccccc2)CC1)S(=O)(=O)c1cnc[nH]1	11%
CCOC(=O)Cc1csc(NC(=O)c2csc(C)c2)n1	-6%
O=P(O)(CCc1ccccc1)CN1CCCCC1	3%
C/C(=C\C(=O)c1ccc(F)cc1)Nc1ccc(N2CCOCC2)cc1	-6%
Brc1c(CSc2nnc(-c3ccco3)o2)nc2ccccn12	1%
CCOC(=O)C1CCCN(C(=O)Cc2c(F)cccc2Cl)C1 (stereo not drawn)	-6%
COc1cccc(-n2ccnc2SCC(=O)Nc2ccccc2)c1	-2%
COc1ccc(-c2nc3cnc(N4CCNCC4)nc3n(Cc3cccc(OC)c3)c2=O)cc1	-2%
CN(C)CCCn1c(N)c(C#N)c2nc(C#N)c(C#N)nc21	-3%
CC(=O)c1c(C)[nH]c(C(=O)OCCCCN2C(=O)c3ccccc3C2=O)c1C	-1%
CCc1ccc(C2CC(c3cccc(Cl)c3)n3nc(N)nc3N2)cc1 (stereo not drawn)	11%
Nc1cc([N+](=O)[O-])ccc1C(=O)O	8%
COc1ccc2c(C)c(Cl)c(=O)oc2c1	5%
Cc1cc(NC(=O)c2cccc(S(=O)(=O)N3CC(c4ccccc4)CC3=O)c2)no1 (stereo not drawn)	6%
Cn1c(Cn2c(=O)sc3ccccc32)nnc1SCC(=O)NCc1ccccc1	5%
O=C(NCC1CCCO1)C1CCCN1C(=O)NC1CCCCC1 (stereo not drawn)	2%
O=C(Nc1ccc([As](=O)(O)O)cc1)Nc1cccc(Cl)c1Cl	-1%[5.75 µM]
O=C(c1cc2c(s1)-c1ccccc1OC2)N1CCCC1	10%
COc1ccc(Cl)cc1-c1nc(-c2ccc(NC(=O)c3ccncc3)cc2)no1	-7%
COc1ccc(Nc2ncnc3c2oc2ccccc23)cc1	-1%
COc1ccc(N2CCN(CCCN)CC2)cc1	-1%
COc1ccc(C(=O)N2CCC3(CCCN(Cc4ccncc4)C3)CC2)cc1	-1%
COc1ccc(N(C)S(=O)(=O)c2c(C)[nH]c(=O)[nH]c2=O)cc1	-1%
O=C(OCc1c(F)cccc1Cl)c1cnccn1	-4%
O=C(c1ccc(CS(=O)(=O)c2c(Cl)cccc2Cl)o1)N1CCN(c2ccccn2)CC1	9%
C=CCc1cccc2cc(C(=O)NC(C)(C)C)c(=O)oc12	-3%
CCCCS(=O)(=O)NC1=NCN(CCOC(=O)c2ccccc2)CN1	2%
CCOc1ccc(C2N(c3ccc(Cl)cc3)C(=O)C3CCCN32)cc1OC (stereo not drawn)	4%
Cc1ccc(C(=O)CC2(O)C(=O)N(CN3CCOCC3)c3ccccc32)cc1 (stereo not drawn)	-2%
COc1ccc(CCc2nc(-c3ccc(-n4cccc4)cc3)no2)cc1	13%
CC(C)NC(=O)CSc1nc2ccccc2c(=O)n1CCCOC(C)C	-4%
N[C@H]1C[C@H]1c1ccccc1	2%[12.8 µM]
CC(C)N(Cc1cc2ccccc2[nH]c1=O)C(=O)C(C)(C)C	-1%
COc1ccc(CCNC(=O)CSc2nnc(CNC(=O)c3ccccc3F)o2)cc1OC	-2%
CCCn1c(N2CCN(CC(=O)c3c[nH]c4ccccc34)CC2)nc2c1c(=O)[nH]c(=O)n2C	-3%
Cn1cccc1C(=O)N1CCC2(CCCN(c3cccc(-c4ccccc4)c3)C2)CC1	-2%
CS(=O)(=O)N1CCC2(CC1)CN(c1ccccc1)C2	-4%
Cc1csc(SCC(=O)Nc2nc3ccccc3s2)n1	-3%
CC(=O)Nc1ccc(Nc2nc(C)nc3c2oc2ccccc23)cc1	13%
COC(=O)c1cc(-c2c(C)nn(-c3ccccc3)c2C)n[nH]1	-4%
Cc1ccc(NC(=O)c2ccco2)c(NC(=O)c2cccs2)c1	21%
COc1ccc(CN2CC(C(=O)NCCC3=CCCCC3)CC2=O)cc1 (stereo not drawn)	-1%
C1CC2OC2CC1C1CO1 (stereo not drawn)	20%
CCOC(=O)c1csc(NC(=O)c2ccc(S(=O)(=O)N(C)C)cc2)n1	-4%
CCCSc1nc2c(c(=O)[nH]c(=O)n2C)n1Cc1ccc(C)cc1	12%
O=C1CC(N2CCN(Cc3ccc4c(c3)OCO4)CC2)C(=O)N1c1ccccc1 (stereo not drawn)	4%
Cc1nc(N2CCOCC2)c2nc(-c3ccccc3)n(CC(C)(C)CN(C)C)c2n1	11%
O=C1c2ccccc2S(=O)(=O)N1Cc1nnc(-c2ccccc2Br)o1	-3%
CN(C)C(=O)c1nc(C#N)c(N(C)C)o1	15%
CS(=O)(=O)N(CC(=O)N1CCOCC1)Cc1ccccc1	0%
COc1ccccc1N1CCN(c2cc(=O)n(-c3ccc(Br)cc3)c(=O)[nH]2)CC1	-2%
O=C1CC(C(=O)N2CCN(c3ccc(F)cc3)CC2)CN1CCc1ccccc1 (stereo not drawn)	20%
COc1ccc(C(=O)NCCSCc2ccco2)cc1OC	1%
CC(=O)c1ccc(OCCCC(=O)N2CCN(S(=O)(=O)c3cccs3)CC2)cc1	-1%

The list continues.
SMILES	AmpC inh det
C/C(=C\C(=O)c1ccc(Br)cc1)N1CCCCC1	7%
CCOc1ccc2[nH]c(=O)c(CN(CC3COCCO3)C(=O)c3ccco3)cc2c1 (stereo not drawn)	-2%
Clc1ccc(C=Nc2ccc3c(c2)Cc2ccccc2-3)c(Cl)c1	-2%[5.75 µM]
O=C(NC1CCCCC1)N1CCC(n2cnc3ccccc32)CC1	2%
CC(C)(C)N1C(=O)Cc2c1nc(N)c1c(N)nc(N3CCCCC3CO)c(C#N)c21 (stereo not drawn)	-5%
Cc1ccc2[nH]c(=O)c(CN(CC3CCCO3)C(=O)c3ccco3)cc2c1 (stereo not drawn)	-2%
Nc1nnc(SCc2cc3c(cc2Cl)OCO3)s1	-1%
Cn1cnnc1SCC(=O)NC(=O)NC1CCCC1	0%
O=C(NCCCN1CCCC1=O)c1ccc2c(c1)ncn2C1CCCCC1	16%
Cc1cccc(N2C(N)=C(C#N)C(C#N)(C#N)C2c2ccccc2)c1 (stereo not drawn)	-4%
O=C(NCc1ccccn1)c1cnc2sccn2c1=O	22%
CC(NC(=O)c1ccc(NS(C)(=O)=O)cc1)c1ccccc1 (stereo not drawn)	0%
O=C(CSc1nnc(NC(=O)C2CCC2)s1)Nc1ccc(N2CCOCC2)cc1	13%
c1cnn(-c2nc(N3CCOCC3)nc(N3CCOCC3)n2)c1	4%
O=C(NCCC1=CCCCC1)C1CCN(S(=O)(=O)c2cnc[nH]2)CC1	-5%
O=C(NC1CC1)c1c[nH]c2ccc(S(=O)(=O)Nc3cccc(C(F)(F)F)c3)cc2c1=O	-5%
CCc1nnc(NC(=O)C2CCN(c3nc(C)cc(C)n3)CC2)s1	0%
COc1ccc(N2CC(O)=C(c3nc4ccccc4s3)C2=N)cc1	-1%
O=C(CCSCCC(=O)NCc1ccco1)NCc1ccco1	10%
Cc1c(N)c(=O)n(-c2ccccc2)n1C	-2%[12.8 µM]
COc1ccccc1NC(=O)N1CCN(c2ccccc2F)CC1	-3%
C=CCn1c(O)c(C(=O)CCCCCC)c(=O)[nH]c1=O	-2%
Cc1cc(C)c(C)c(OCC(=O)NCc2nc(-c3ccccc3)no2)c1	-2%
O=C1CC(N2CCC(n3c(=O)[nH]c4ccccc43)CC2)C(=O)N1c1ccc(F)cc1 (stereo not drawn)	6%
COc1ccc2c(c1)NC1(O)c3ccccc3C(=O)C21O (stereo not drawn)	-3%
COc1ccc(Br)cc1-c1noc(-c2ccncc2)n1	-2%
O=c1cc(-c2ccc(O)c(O)c2)oc2cccc(O)c12	-3%
C[C@H](NC(=O)OC(C)(C)C)c1nnc(SCC(=O)Nc2ccc(Br)cc2)o1	-3%
CCCC(C)C(=O)Nc1ccc(C(N)=O)cc1 (stereo not drawn)	-3%
Cc1ccccc1SCC(=O)NC1CCOC1=O (stereo not drawn)	-4%
COc1ccc(NC(=O)N2CCC3(CC2)CCN(S(C)(=O)=O)CC3)cc1	-2%
CCOC(=O)c1c(NC(=O)CSc2nc3c(c(=O)n(C)c(=O)n3C)n2C(C)C)sc(C)c1C	-4%
O=C(CC1Oc2ccccc2NC1=O)NC1CC1 (stereo not drawn)	11%
CC1(C)NC(C)(C)c2nonc2/C1=N\O	7%
Nc1nonc1-n1nnc(C(=O)c2ccccc2)c1-c1ccccc1	0%
Cc1ccccc1-n1c(Cn2c(=O)sc3ccccc32)nnc1SCC(=O)NCC1CCCO1 (stereo not drawn)	4%
CCCCSCCCNC(=O)CS(=O)Cc1nc(-c2cccc(C)c2)oc1C (stereo not drawn)	-3%
CC(C)N(Cc1nc(-c2ccccc2)no1)C(=O)Cc1ccccc1	11%
COC(=O)C(NC=O)C(O)(Cc1ccccc1)C(F)(F)F (stereo not drawn)	4%
COC(=O)C1(C)NC(c2ccco2)C2C(=O)N(c3ccc(C)cc3)C(=O)C21 (stereo not drawn)	11%
O=C(O)[C@H](Cc1cnc[nH]1)N1C(=O)c2ccccc2C1=O	0%[5.75 µM]
COC(=O)c1ccc(OC(=O)C2CC(=O)N(c3cccc(C)c3)C2)cc1 (stereo not drawn)	-3%
Cc1cc(C)nc(Nc2ccc(N3CCOCC3)cc2)n1	18%
CC1CCC(C(=O)O)([C@H](Br)C(=O)O)CC1 (stereo partly drawn)	1%[5.75 µM]
Cc1sc2nc(SCC(=O)NCCO)n(C)c(=O)c2c1C	5%
CC1CCN(C(=O)C2CCN(S(=O)(=O)c3cnc[nH]3)CC2)CC1	-3%
COc1ccc(OC)c(N/C=C2/CCCCC2=O)c1	17%
Cc1nnc(SCCn2c(N(C)Cc3ccccc3)nc3c2c(=O)n(C)c(=O)n3C)s1	0%
Cc1ccc(/C(=C/CN2CCCC2)c2ccccn2)cc1	-3%
O=C(Nc1ccccc1)C1=C(O)CC(c2ccco2)CC1=Nc1ccccc1 (stereo not drawn)	21%
Cc1ccc(S(=O)(=O)N2CCN(C(=O)N(C)C)CC2)cc1C	-5%
O=C(COc1ccccc1Cl)N(Cc1ccco1)C1CCS(=O)(=O)C1 (stereo not drawn)	8%
Cc1ncc(CO)c2cc(C(N)=O)c(=Nc3ccccc3)oc12	2%
Cc1ccc(C)c(Cn2c(CO)nc3ccccc32)c1	-4%
Cc1cc(C)cc(N2CC(C(=O)O)CC2=O)c1 (stereo not drawn)	-3%
COC(=O)C(Cc1ccccc1)NC(=O)CSc1nc(N)cc(=O)[nH]1 (stereo not drawn)	6%
Cn1nnnc1SCC(=O)Nc1ccccc1Cc1ccccc1	0%
COc1ccc(Cn2nnnc2CN2CCOCC2)cc1	11%
N#C/C(=C(/O)COC(=O)CCCNC(=O)c1ccc(Cl)cc1)c1nc2ccccc2[nH]1	11%
CCCCn1c(SCC(=O)c2ccc3c(c2)OCCO3)nnc1-c1ccco1	7%
COc1ccc(NC(=O)N(CCCN2CCOCC2)Cc2cccnc2)c(OC)c1	7%
CC(C)OCCCn1c(=S)[nH]c2cc3c(cc2c1=O)OCO3	0%
Cc1ccc(S(=O)(=O)CNC(=O)c2ccccc2)cc1	5%
